MBNL1 CUG block = MBNL1-poly(CUG) RNA binding inhibition; Potency, µM (top dose mostly 57.5 µM), inactives show top-dose activity change, negative = inhibition, actives largely listed as inhibitors; TR-FRET MBNL1-His/biotin-(CUG)12 binding, 665/545 ratio; Q9NR56; 280,000 tested, 0.036% active; active = well fitted inhibition curve with a large enough effect in the signal ratio, with a control signal flat, not every such curve was filed as active; inconclusive = small, poorly fitted or top-dose-only effect, or effect the other way, or a change in a side signal; inactive = no such curve, though single readings can be large or run the other way; the % refers to the signal ratio; also: potency is read from the fitted curve at half-maximal effect; % is scaled to controls: 0 for no effect and ±100 for the full control effect
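His-tagged MBNL1 binding to biotinylated (CUG)12 RNA was measured by TR-FRET using terbium anti-His antibody (0.055 ng/ul final) and streptavidin-XL665 (5 nM final). Compounds were titrated 92 nM to 58 uM; 60 min at room temperature.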
TRPV1 ag = human TRPV1 agonism | Q8NER1 | TRPV1-expressing cells, Fluo-8 calcium influx, agonist mode | activation, % at 8.33 µM | 320,000 tested, 0.19% active; in the data active = activation above about 80%; inconclusive = between about 30% and that limit; also: 0% is about no effect
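TRPV1-expressing cells were cultured overnight at 35.5C and loaded with Fluo-8 calcium dye for 40 to 90 min at room temperature. After a 10 s baseline, compound was added and calcium influx was read kinetically for 3 min (ex 480/em 520 nm).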
GALK inhibitor = galactokinase (human) inhibition; Purified GALK, Kinase-Glo residual ATP luminescence; 270,000 tested, 0.007% active; Potency, µM (series often up to 57.5 µM), for the others: at the highest dose activity change, negative = inhibition, most hits filed as inhibitors; P51570; also: potency is read from the fitted curve at half-maximal effect; % is scaled to controls: 0 for no effect and ±100 for the full control effect
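ATP-depletion format; final 35 uM ATP, 100 uM D-galactose, 5 nM enzyme; pH 8.0 HEPES/Mg2+ buffer; 60 min RT; luminescence read 10 min after detection reagent.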
hERG WT inh = inhibitors of human wildtype KCNH2 potassium channel | Q12809 | U2OS, BacMam KCNH2, thallium flux FluxOr; active compounds read low | activity change, % at 1.84 µM | 340,000 tested, 0.37% active;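 active = maximum activity change below -70%; inconclusive = maximum activity change between -70% and -50%; inactive = maximum activity change above -50%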; also: % is scaled to controls: 0 for no effect and ±100 for the full control effect
Target sequence (Q12809 whole entry, looked up): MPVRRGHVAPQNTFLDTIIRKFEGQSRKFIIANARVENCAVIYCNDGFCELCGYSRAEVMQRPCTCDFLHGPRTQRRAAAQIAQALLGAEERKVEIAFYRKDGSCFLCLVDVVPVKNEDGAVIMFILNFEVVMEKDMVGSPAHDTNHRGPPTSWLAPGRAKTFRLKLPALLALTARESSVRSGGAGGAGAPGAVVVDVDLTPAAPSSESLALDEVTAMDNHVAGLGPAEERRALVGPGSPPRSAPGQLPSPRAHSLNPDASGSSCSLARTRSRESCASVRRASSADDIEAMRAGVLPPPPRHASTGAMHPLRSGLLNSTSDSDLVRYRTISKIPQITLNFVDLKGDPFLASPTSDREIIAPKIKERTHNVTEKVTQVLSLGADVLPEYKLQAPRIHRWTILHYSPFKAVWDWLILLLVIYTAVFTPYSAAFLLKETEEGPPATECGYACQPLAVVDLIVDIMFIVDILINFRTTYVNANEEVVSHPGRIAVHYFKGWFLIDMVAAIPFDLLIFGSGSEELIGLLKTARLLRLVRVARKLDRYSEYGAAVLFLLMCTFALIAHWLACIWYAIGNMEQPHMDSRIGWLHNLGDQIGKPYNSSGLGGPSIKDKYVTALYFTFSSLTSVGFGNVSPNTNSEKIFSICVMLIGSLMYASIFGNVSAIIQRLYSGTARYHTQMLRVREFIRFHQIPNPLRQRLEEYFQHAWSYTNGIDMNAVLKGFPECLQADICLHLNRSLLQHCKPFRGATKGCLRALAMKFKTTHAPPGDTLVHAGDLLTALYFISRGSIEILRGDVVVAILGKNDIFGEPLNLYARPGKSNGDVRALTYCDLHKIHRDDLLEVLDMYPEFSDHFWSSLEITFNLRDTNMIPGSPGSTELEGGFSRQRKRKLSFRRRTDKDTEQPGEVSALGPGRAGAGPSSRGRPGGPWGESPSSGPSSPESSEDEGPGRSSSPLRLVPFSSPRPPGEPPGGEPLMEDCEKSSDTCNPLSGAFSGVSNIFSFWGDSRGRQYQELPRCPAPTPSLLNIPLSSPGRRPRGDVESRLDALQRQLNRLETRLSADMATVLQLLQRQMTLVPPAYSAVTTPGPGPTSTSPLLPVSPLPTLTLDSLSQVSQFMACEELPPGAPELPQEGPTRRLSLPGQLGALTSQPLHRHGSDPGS
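U2OS cells were transduced with wild-type KCNH2 virus (2.03 x 10^8 / mL) for 4 h at room temperature, then cultured overnight at 37 C. Thallium flux was read with FluxOr dye. Rate constants were normalized to DMSO controls.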
a7 integrin act = integrin-mediated muscular dystrophy alleviation activation; alpha7betagal myoblasts, beta-gal FDG fluorescence, 48 h; Potency, µM (doses to about 38.3 µM), without a hit: at the highest dose activation, hits mostly activators; 350,000 tested, 0.064% active;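 also: potency is read from the fitted curve at half-maximal effect; 100% = response of the positive control SU9516; nearly all actives have a fitted effect of over 60% in size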
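Alpha7betagal+/- myoblasts (passage 13) were plated 16-24 hr, then exposed to compounds (1:260 dilution of DMSO stock) for 48 hours at 37C. After MPER lysis, β-galactosidase reporter activity was read as FDG fluorescence (ex 480/em 540) after 30 minutes.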
KCNH2 3.1 inh = blocks the human KCNH2 3.1 channel isoform. activity change, % (tested at about 1.8 µM). 340,000 tested, 0.95% active. U2OS KCNH2 3.1, thallium flux FluxOr; active compounds read low;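 active = maximum activity change below -70%; inconclusive = maximum activity change from -70% to -50%; inactive = maximum activity change above -50%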;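 also: thallium influx rate constant from kinetic fluorescence after stimulation buffer; % is scaled to controls: 0 for no effect and ±100 for the full control effect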
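U2OS cells transduced with KCNH2 3.1 mutant virus (1.77 x 10^8 /mL, 4 h), plated overnight at 37 C, loaded 45 min with FluxOr dye plus Red40 quencher. Thallium flux rate constant from kinetic reads after stimulation buffer, normalised to controls.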
CXXC DNA block = MLL CXXC-DNA interaction inhibition. MLL-CXXC / FITC-HOXA9 DNA fluorescence polarization. Potency, µM (titrated, usually from 115 µM), inactives show at the highest dose activity change, negative = inhibition, usual class: inhibitors. 290,000 tested, 0.037% active; active = well fitted inhibition curve with a large enough effect in the polarisation, with a control signal flat, not every such curve was filed as active; inconclusive = small, poorly fitted or top-dose-only effect, or effect the other way, or a change in a side signal; inactive = no such curve, though single readings can be large or run the other way; the % refers to the polarisation; also: potency is read from the fitted curve at half-maximal effect
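Fluorescence polarization: 7 uM MLL-CXXC (stock) preincubated 5 min with compounds, then 50 nM fluorescein-HOX-A9 DNA (stock) added; 30 min ambient. Buffer 50 mM Tris-HCl pH 7.5, 50 mM NaCl, 1 mM DTT, 0.05% BSA.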
Coupling enz = inhibits coupling enzyme system, counter-screen for aldolase hits; coupling enzyme system counterscreen, AmpLite Red fluorescence; activity change, negative = inhibition, % at 58.2 µM, hits read low; 290,000 tested, 0.67% active; in the data active = activity change below about -30%; also: % is scaled to controls: 0 for no effect and ±100 for the full control effect
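Final compound at 57.5 uM, incubated 10 min at RT with coupling enzyme reagent (glyceraldehyde-3-phosphate), then 20 min with substrate and AmpLite Red detection. Fluorescence read at 525/598 nm; tests interference with the coupling assay, not aldolase inhibition.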
ASM inhibitor = blocks human secretory acid sphingomyelinase | P17405 | placental ASM, HMU-PC fluorogenic substrate, 60 min | Potency, µM (series often up to 57.5 µM), inactives show top-dose activity change, negative = inhibition, hits mostly inhibitors | 340,000 tested, 0.006% active; also: potency is read from the fitted curve at half-maximal effect
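HMU-PC0 cleavage (9 uM final) by human placental ASM, 60 min at 37 °C following 10 min compound exposure at RT; stopped at pH 10, fluorescence Ex 386/Em 447 nm.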
AT treatment = potential ataxia-telangiectasia treatments restoring KAP-1 phosphorylation; 320,000 tested, 0.19% active; Potency, µM (series often up to 57.5 µM), for inactives: at the highest dose activation, most hits filed as activators; […] A-T fibroblasts, KAP-1 phosphorylation AlphaLISA; neocarzinostatin DNA damage 30 min before lysis; also: potency is read from the fitted curve at half-maximal effect; % of control where 0% means no effect; nearly all actives have a fitted effect of over 45% in size
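hTERT-immortalized A-T patient fibroblasts ([…]), 500 cells/well in OPTI-MEM, 1% FBS, got compounds for 60 min, then NCS for 30 min at 37C. Lysates were then assayed for phospho-KAP-1 by AlphaLISA (anti-pKAP1 donor, anti-KAP1 acceptor beads), 6 hr at 25C.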
Numbers without * were called inactive; [ ] = remark or other dose. Unless noted, calls follow the shape of the dose curve; as a rule, active = well fitted curve in the direction sought with a large enough effect; inconclusive = small, poorly fitted or top-dose-only effect, or another doubt; inactive = no such curve, though single readings can be large; an effect the other way counts as inactive or inconclusive.

O=C(CN(C(=O)CNS(=O)(=O)c1ccccc1)c1ccc2c(c1)OCCO2)NCc1ccco1 was read as MBNL1 CUG block -24%, TRPV1 ag 2, GALK inhibitor 2%, hERG WT inh 1, a7 integrin act 1%, KCNH2 3.1 inh 1, CXXC DNA block -2%, Coupling enz 2, ASM inhibitor -1% and AT treatment -4%.
Screening CC1(NC(=S)NCCO)CCS(=O)(=O)C1 (stereo not drawn) returned MBNL1 CUG block 6%, TRPV1 ag -4, GALK inhibitor 0%, hERG WT inh -3, a7 integrin act 23%, KCNH2 3.1 inh 0, CXXC DNA block 0%, Coupling enz 3, ASM inhibitor 2% and AT treatment 9%.
`CN(C)CCSc1nc(N)c2c3c(sc2n1)CN(C)CC3` gave MBNL1 CUG block -8%, TRPV1 ag -2, GALK inhibitor 0%, hERG WT inh 5, a7 integrin act 10%, KCNH2 3.1 inh 8, CXXC DNA block 19%, Coupling enz 2, ASM inhibitor 114%[activator] and AT treatment 5%.
For O=C(Nc1ccccc1)Nc1cccc(Cl)c1 the results were MBNL1 CUG block 1%, TRPV1 ag inconclusive, GALK inhibitor 0%, hERG WT inh -6, a7 integrin act -22%, KCNH2 3.1 inh -3, CXXC DNA block -6%, Coupling enz -3, ASM inhibitor -4% and AT treatment -7%.
C=CCOc1nc2c(c(=O)n(C)c(=O)n2C)n1Cc1ccc(Cl)cc1 was read as MBNL1 CUG block inconclusive, TRPV1 ag 9, GALK inhibitor 0%, hERG WT inh 3, a7 integrin act -37%[inhibitor], KCNH2 3.1 inh -7, CXXC DNA block 16%, Coupling enz 2, ASM inhibitor -4% and AT treatment -9%.
`COc1ccc(-c2noc(CCC(=O)N3CCN(c4cccc(C)c4C)CC3)n2)cc1` gave hERG WT inh -1, a7 integrin act 0%, KCNH2 3.1 inh 1, ASM inhibitor -1% and AT treatment 5%.
CCC(C(=O)OCC(=O)N1CCN(c2ccc(OC)cc2)CC1)c1ccccc1 (stereo not drawn) was read as TRPV1 ag 2, hERG WT inh 12, a7 integrin act -18%, KCNH2 3.1 inh -5, ASM inhibitor 0% and AT treatment -5%.
For O=C(CCCC(=O)c1ccccc1)NCCc1ccccc1 the results were MBNL1 CUG block 2%, TRPV1 ag 0, hERG WT inh 2, a7 integrin act inconclusive, KCNH2 3.1 inh -9, CXXC DNA block -2%, Coupling enz 2, ASM inhibitor 0% and AT treatment 29%.
For NC(=O)c1nnn(-c2cccc(C(F)(F)F)c2)c1-c1ccccc1 the results were MBNL1 CUG block -14%, TRPV1 ag 18, hERG WT inh -4, a7 integrin act -8%, KCNH2 3.1 inh 15, CXXC DNA block -7%, Coupling enz 1, ASM inhibitor -1% and AT treatment 2%.
Screening COCCNC(=S)N(C)C1(c2ccccc2Cl)CCCCC1=O (stereo not drawn) returned MBNL1 CUG block 2%, TRPV1 ag 1, GALK inhibitor 0%, hERG WT inh -21, a7 integrin act 24%, KCNH2 3.1 inh 21, CXXC DNA block 3%, Coupling enz 1, ASM inhibitor 0% and AT treatment 6%.
Screening O=C(O)CCC(=O)Nc1nc(-c2ccccc2)cs1 returned MBNL1 CUG block -2%, TRPV1 ag 2, GALK inhibitor -1%, hERG WT inh -1, a7 integrin act -9%, KCNH2 3.1 inh 2, CXXC DNA block 6%, Coupling enz 9, ASM inhibitor 3% and AT treatment -4%.
For Cc1ccccc1C(=O)NC1CCN(CC(=O)Nc2ccc(Br)cc2)CC1 the results were MBNL1 CUG block 1%, TRPV1 ag 3, GALK inhibitor 0%, hERG WT inh -8, a7 integrin act -28%, KCNH2 3.1 inh -8, CXXC DNA block 23%, Coupling enz 1, ASM inhibitor -3% and AT treatment -9%.
For Cc1ccc(S(=O)(=O)NNC(=S)Nc2cccc(F)c2)cc1 the results were MBNL1 CUG block 0%, TRPV1 ag 3, GALK inhibitor -3%, hERG WT inh 9, a7 integrin act -33%, KCNH2 3.1 inh 2, CXXC DNA block -2%, Coupling enz 1, ASM inhibitor 1% and AT treatment 3%.
For COC(=O)CC(NS(=O)(=O)c1cccs1)c1cccc2ccccc12 (stereo not drawn) the results were MBNL1 CUG block -2%, TRPV1 ag -1, GALK inhibitor 0%, hERG WT inh -1, a7 integrin act 13%, KCNH2 3.1 inh -3, CXXC DNA block -2%, Coupling enz -2, ASM inhibitor -3% and AT treatment -1%.
For COc1cc(C(=O)N2C(=O)c3cccc(N)c3C2=O)cc(OC)c1OC the results were MBNL1 CUG block inconclusive, TRPV1 ag -2, GALK inhibitor -2%, hERG WT inh -5, a7 integrin act 14%, KCNH2 3.1 inh -5, CXXC DNA block -11%, Coupling enz 2, ASM inhibitor 58% and AT treatment 16%.
CSc1cc(-c2ccc(Cl)cc2)c(C(=O)NC(C)C)s1 was read as MBNL1 CUG block 110%[activator], GALK inhibitor 0%, hERG WT inh -1, a7 integrin act -1%, KCNH2 3.1 inh 3, CXXC DNA block 5%, Coupling enz -1, ASM inhibitor 1% and AT treatment 3%.
`O=C(NC1=NCCS1)c1cccs1` gave MBNL1 CUG block -6%, TRPV1 ag -1, GALK inhibitor -5%, hERG WT inh -6, a7 integrin act -10%, KCNH2 3.1 inh -2, CXXC DNA block 6%, Coupling enz 4, ASM inhibitor -6% and AT treatment -3%.
`CCOc1ccccc1NC(=O)CCNS(=O)(=O)c1ccc2[nH]c(=O)oc2c1` gave MBNL1 CUG block -5%, TRPV1 ag 2, GALK inhibitor 2%, hERG WT inh -6, a7 integrin act 6%, KCNH2 3.1 inh 9, CXXC DNA block -1%, ASM inhibitor 5% and AT treatment 1%.
`Brc1cc2c(cc1/C=N/Nc1nc(N3CCCC3)nc(N3CCOCC3)n1)OCO2` gave MBNL1 CUG block -6%, TRPV1 ag 9, GALK inhibitor 5%, hERG WT inh 1, a7 integrin act 15%, KCNH2 3.1 inh 8, CXXC DNA block 6%, Coupling enz 1, ASM inhibitor -3% and AT treatment 3%.
`CC(C(=O)NCc1ccccc1)n1cc([N+](=O)[O-])cn1` (stereo not drawn) gave MBNL1 CUG block 1%, TRPV1 ag -1, GALK inhibitor 12%, hERG WT inh -3, a7 integrin act 8%, KCNH2 3.1 inh -4, CXXC DNA block 2%, Coupling enz 3, ASM inhibitor 0% and AT treatment 0%.
`O=C1Nc2ccc(Br)cc2/C1=C/C(=O)c1ccccc1` gave hERG WT inh 16, a7 integrin act -52%[inhibitor], KCNH2 3.1 inh -10 and ASM inhibitor -8%.
Screening Cc1ccnc(NS(=O)(=O)c2ccc(Cl)nc2)c1 returned TRPV1 ag 2, GALK inhibitor -1%, hERG WT inh -17, a7 integrin act -13%, KCNH2 3.1 inh -8, CXXC DNA block 0%, Coupling enz 0, ASM inhibitor 1% and AT treatment -6%.
`O=C(NCCCN1CCC(Cc2ccccc2)CC1)C1CC(=O)N(C2CCCCCC2)C1` (stereo not drawn) gave MBNL1 CUG block 1%, TRPV1 ag 21, GALK inhibitor 1%, hERG WT inh -8, a7 integrin act -40%, KCNH2 3.1 inh -30, CXXC DNA block 7%, Coupling enz 5, ASM inhibitor 1% and AT treatment 3%.
For CCOc1cc(S(=O)(=O)NCc2ccc(OC)cc2)c(OCC)cc1-n1cnnn1 the results were MBNL1 CUG block 1%, TRPV1 ag 1, GALK inhibitor 0%, hERG WT inh -6, a7 integrin act 6%, KCNH2 3.1 inh 7, CXXC DNA block -1%, Coupling enz 1, ASM inhibitor -2% and AT treatment 1%.
CCC1CCC(c2nnc(-c3ccc([N+](=O)[O-])cc3)o2)CC1 (stereo not drawn) was read as MBNL1 CUG block 28%, TRPV1 ag 6, GALK inhibitor 0%, hERG WT inh 8, a7 integrin act 9%, KCNH2 3.1 inh -11, CXXC DNA block -4%, Coupling enz 2, ASM inhibitor 1% and AT treatment 6%.
For Cc1ccc(NC(=O)CSc2nc(NS(=O)(=O)c3ccc(C)cc3)cc(=O)[nH]2)cc1 the results were MBNL1 CUG block 3%, TRPV1 ag -2, GALK inhibitor -3%, hERG WT inh 4, a7 integrin act 11%, KCNH2 3.1 inh -7, CXXC DNA block 5%, Coupling enz 1, ASM inhibitor -7% and AT treatment 2%.
Cc1cc(Br)c(S(=O)(=O)n2nnc3ccccc32)cc1C was read as MBNL1 CUG block inconclusive, TRPV1 ag -1, GALK inhibitor 2%, hERG WT inh 17, a7 integrin act 4%, KCNH2 3.1 inh 11, CXXC DNA block inconclusive, Coupling enz 4, ASM inhibitor 6% and AT treatment 2%.

Assay outcomes deposited in PubChem BioAssay by National Center for Advancing Translational Sciences (NCATS).
